CAL PDZ FP-1: inhibitors of human CAL PDZ peptide binding | Q9HD26 | purified CAL PDZ, TMR-peptide fluorescence polarization, 1 h | inhibition, % at 20 µM | 0.02% of 330,000 active | AID 504414;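 active means highest replicate inhibition of at least 40%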;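 further: plate controls were DMSO neutral control wells for no effect and unlabeled competitor peptide control wells for full effect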
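Test system: purified CerCALP PDZ construct; Compound dosing: one concentration, 20 µM compound; Also added: TMR-labelled reporter peptide T*-PRC34 bound in PDZ groove; Read-out: inhibition from polarization loss; Controls: unlabelled peptide and DMSO controls; Signal: FP readout, S and P plane fluorescence; Incubation: 1 h at RT.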
PfHsp90 yeast 2: reduces growth (ATP signal) of yeast expressing P. falciparum Hsp90; inhibition, % at 9.4 µM; 0.32% of 310,000 active; S. cerevisiae expressing PfHsp90, BacTiter-Glo ATP, 48 h; yeast lacking PDR1 and PDR3 efflux regulators; AID 504621;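 active means every replicate shows inhibition above about 80%, whatever the replicate mean, limit read from the data; inconclusive means mean inhibition reaches the set limit but some replicate falls short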;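 further: 0% = DMSO neutral controls and 100% = 20 µM radicicol positive controls; yeast relying on Plasmodium falciparum Hsp90 in place of its own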
NSD2 HMT inh: blocks human histone methyltransferase NSD2; O96028; NSD2 peptide methylation, AlphaScreen, 120 min; inhibition, % at 12.5 µM; 0.54% of 310,000 active; AID 743445; in the data active means inhibition above about 50%
Target sequence (O96028 whole entry, looked up): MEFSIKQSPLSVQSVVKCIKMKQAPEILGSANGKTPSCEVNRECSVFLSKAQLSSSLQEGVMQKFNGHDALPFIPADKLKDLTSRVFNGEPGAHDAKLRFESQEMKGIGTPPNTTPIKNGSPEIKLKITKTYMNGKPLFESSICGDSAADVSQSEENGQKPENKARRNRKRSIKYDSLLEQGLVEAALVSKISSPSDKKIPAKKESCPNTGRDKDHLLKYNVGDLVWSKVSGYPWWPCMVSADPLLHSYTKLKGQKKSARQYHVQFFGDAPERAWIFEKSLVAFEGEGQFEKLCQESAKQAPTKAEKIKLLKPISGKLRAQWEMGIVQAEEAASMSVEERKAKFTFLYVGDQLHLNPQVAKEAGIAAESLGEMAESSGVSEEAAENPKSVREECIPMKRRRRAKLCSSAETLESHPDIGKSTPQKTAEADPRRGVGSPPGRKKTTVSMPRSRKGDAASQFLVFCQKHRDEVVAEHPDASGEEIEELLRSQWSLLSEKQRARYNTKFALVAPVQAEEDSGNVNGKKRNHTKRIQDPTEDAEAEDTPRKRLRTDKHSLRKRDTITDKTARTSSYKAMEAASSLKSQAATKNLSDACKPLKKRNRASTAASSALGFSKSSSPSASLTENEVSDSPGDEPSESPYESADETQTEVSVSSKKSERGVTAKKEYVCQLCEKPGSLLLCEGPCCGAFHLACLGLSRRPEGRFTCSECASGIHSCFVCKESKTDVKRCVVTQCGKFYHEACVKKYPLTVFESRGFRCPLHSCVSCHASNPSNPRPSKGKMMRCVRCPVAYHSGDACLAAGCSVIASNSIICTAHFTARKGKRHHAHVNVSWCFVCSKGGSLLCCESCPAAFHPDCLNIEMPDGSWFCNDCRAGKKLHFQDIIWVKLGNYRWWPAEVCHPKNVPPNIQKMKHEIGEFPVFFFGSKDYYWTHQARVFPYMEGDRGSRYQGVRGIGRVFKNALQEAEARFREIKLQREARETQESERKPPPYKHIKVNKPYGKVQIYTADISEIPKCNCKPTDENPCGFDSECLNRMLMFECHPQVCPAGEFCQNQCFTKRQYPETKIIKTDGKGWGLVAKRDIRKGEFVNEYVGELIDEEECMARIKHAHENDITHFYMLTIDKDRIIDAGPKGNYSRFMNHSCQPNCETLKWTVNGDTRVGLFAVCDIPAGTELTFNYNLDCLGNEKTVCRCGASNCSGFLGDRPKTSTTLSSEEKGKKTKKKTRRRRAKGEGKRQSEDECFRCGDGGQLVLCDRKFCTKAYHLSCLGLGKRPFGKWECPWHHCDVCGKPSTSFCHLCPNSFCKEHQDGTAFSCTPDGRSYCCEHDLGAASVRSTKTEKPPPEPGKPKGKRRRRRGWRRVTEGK
CAL PDZ FP-2: blocks peptide binding to the human CAL PDZ domain | purified CAL PDZ, TMR-peptide fluorescence polarization, 1 h | inhibition, % at 24.9 µM | 0.92% of 300,000 active | AID 602252;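 active means mean inhibition of at least 30% with at least half of replicates also reaching 30%; inconclusive means no clear call, values can overlap the other calls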;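 further: 0% = DMSO neutral control and 100% = excess unlabeled competitor peptide PRC23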
SR-BI HDL uptake: blocks mouse SR-BI lipid uptake from DiI-HDL. Q61009. ldlA[mSR-BI] CHO cells, DiI-HDL uptake fluorescence, 3 h. inhibition, % at 12.5 µM. 0.96% of 320,000 active;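 active means mean replicate inhibition of at least 70% and a set share of replicates each scoring 70 or more; inconclusive means meets just one of the two criteria; inactive means fails both criteria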;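 further: 0% = median of neutral control wells and 100% = median of positive control wells; values of inactives mirror those of a sister screen read the other way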
MITF TRPM1 HTS: increases MITF-driven TRPM1 promoter luciferase signal; SK-MEL-5 TRPM1-promoter luciferase, 24 h; % of positive control, neutral wells = 0; activation, % at 12.5 µM; 0.75% of 300,000 active;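 active means mean activation of at least 80% with every replicate also reaching 80%; inconclusive means mean reaches 80% but some replicate falls short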;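 further: 0% = neutral control wells and 100% = parthenolide positive control wells; values of inactives mirror those of a sister screen read the other way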
dFosB activator: mouse delta FosB homodimer activation. AID 493131. purified delta FosB, TAMRA-CDK5 oligo fluorescence polarization; percent of positive-control signal above neutral wells. P13346. 0.99% of 340,000 active. activation, % at 25 µM;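 active means mean activation above about 17%, with every replicate also reaching it, limit read from the data, passing the limit was not always enough; inconclusive means only one of the two conditions met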;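 further: fluorescence polarization rise as delta FosB binds a TAMRA Cdk5 AP-1 oligo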
Rtt109 HAT inh: C. albicans Rtt109 histone acetyltransferase inhibition | Q5AAJ8 | purified Rtt109/Vps75, ThioGlo CoA-SH fluorescence, 4 h | inhibition, % at 34.9 µM | 0.16% of 330,000 active | AID 540336;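 active means inhibition of at least 50% in every replicate; inconclusive means best replicate reaches 50% inhibition but some replicates fall short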
PvdQ inh: blocks Pseudomonas aeruginosa PvdQ acylase activity; purified PvdQ acylase, fluorescence plate reader; inhibition, % at 10 µM; 0.063% of 340,000 active; AID 488965; in the data active means inhibition above about 30%, passing the limit was not always enough; inconclusive means no clear call, values can overlap the other calls;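 further: 0% = vehicle neutral wells and 100% = reference inhibitor wells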
SR-BI uptake up: enhances SR-BI lipid uptake from DiI-HDL; AID 504775; activation, % at 12.5 µM; 0.096% of 320,000 active; CHO ldlA[mSR-BI] cells, DiI-HDL uptake fluorescence, 3 h; 100 = double the neutral-control signal;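 active means mean replicate activation of at least 60% and every replicate at or above 60%; inconclusive means mean or all-replicate condition met, but not both; inactive means mean below 60% and not all replicates reaching 60%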;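 further: 0% = median plate neutral-control signal and 100% = twice that signal; values of inactives mirror those of a sister screen read the other way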
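Material – SR-BI-overexpressing, LDLR-lacking CHO cells · Medium – BSA-supplemented, HEPES-buffered Ham's F12, pH 7.4 · Doses – single concentration · Times – compound with DiI-HDL co-incubation, 3 h at 37 °C · Measured by – bottom-read fluorescence, 550/595 nm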
* = called active by the depositor; ? = inconclusive; / = not tested or not shown.

SMILES	CAL PDZ FP-1	PfHsp90 yeast 2	NSD2 HMT inh	CAL PDZ FP-2	SR-BI HDL uptake	MITF TRPM1 HTS	dFosB activator	Rtt109 HAT inh	PvdQ inh	SR-BI uptake up
O=C(c1ccco1)N1CCN(CC(=O)N2c3ccccc3CCc3ccccc32)CC1	-1.5	2	-1	0	-17	15	4	5	-6	/
Cc1ccsc1C(=O)N1CCCC(CO)(Cc2ccccc2)C1 (stereo unspecified)	-0.5	2	-2	-2	-38	31	-8	10	-13	38
O=C(COC(=O)c1cncc(Br)c1)NC1CCCC1	-2.8	/	-1	-2	10	-4	-1	5	-10	-10
COc1ccc2nc(NC(=O)C3CCN(S(=O)(=O)c4cccc5nsnc45)CC3)sc2c1	/	-9	/	6	33	-73	10	4	10	-33
O=C(NC1CCCCC1)c1cc([N+](=O)[O-])[nH]n1	-0.1	-6	24	/	-22	-6	2	1	-6	22
CCn1cc(CCC(=O)NCc2ccccc2OC)c2ccccc21	-1.6	-31	10	-8	35	-11	-6	15	2	-35
NNC(=O)C1CC(O)CN1S(=O)(=O)c1ccc2ccccc2c1 (stereo unspecified)	-2.3	-5	-1	?	-19	-1	-1	4	-17	/
CC(C)(Oc1ccc(CCNC(=O)c2ccc(-c3ccccc3)o2)cc1)C(=O)O	-1.2	-25	-3	5	-13	-4	-10	3	-1	13
Cc1cccc(NS(=O)(=O)c2ccc(C)c(C(=O)OCC(=O)Nc3cc(C)on3)c2)c1	/	/	-3	1	15	/	-7	3	-11	-15
N#Cc1c(N)nc2c(c1-c1ccncc1)CCCC2	-1.4	-8	1	-4	6	/	4	-2	0	-6
CC(=O)Nc1ccc(C(=O)COC(=O)c2nc3nc(C)cc(C)n3n2)cc1	0.0	-10	2	/	1	0	-11	1	-15	-1
O/N=C(/CCc1ccccc1)c1ccc2c(c1)OCCO2	-0.3	-21	2	-2	28	92*	-2	8	2	-28
O=C(Nc1nccs1)c1ccc([N+](=O)[O-])cc1Cl	0.2	-12	27	-1	-10	/	3	8	8	10
CC(=O)Nc1ccc(S(=O)(=O)Nc2nc3ccccc3nc2Nc2ccc3ccccc3c2)cc1	-3.3	2	0	-2	47	-14	-4	-14	4	-47
O=C(CS(=O)(=O)c1ccccc1)c1ccc2c(c1)OCCO2	/	2	-2	-6	-1	49	3	-5	12	3
Cc1[nH]n(-c2ccccc2)c(=O)c1/C=N\NC(=O)C1COc2ccccc2O1 (stereo unspecified)	0.4	8	-2	-7	31	6	-12	10	9	-31
Cc1cccc(C)c1NC(=O)CNC(=O)c1ccccc1OCc1ccccc1	-2.1	25	-1	-4	19	0	-1	-2	-16	-19
Cc1cc(C)c(S(=O)(=O)N2CCCCC2)c(C)c1-n1ncnn1	-2.5	8	/	-4	-10	3	-6	6	8	10
CCN1C(N(C)CCc2cccs2)=N[C@@H](c2ccccc2)C(C(=O)OC)=C1C	-0.8	-6	/	3	-8	-9	-9	-6	-14	8
O=[N+]([O-])c1cccc2c3c([nH]c12)CCCC3	-1.1	1	-2	/	31	/	-4	1	1	-31
O=C(Nc1ccc2c(c1)ncn2C1CCCCC1)c1ccco1	-2.8	/	6	0	-9	/	-15	2	-14	9
CCn1nc(NS(=O)(=O)c2ccc([N+](=O)[O-])cc2)c2cc3cccc(C)c3nc21	-2.1	-20	27	-1	-25	4	-3	-2	-1	25
Oc1ccccc1C=NN=Cc1c(O)ccc2ccccc12	-0.7	1	-2	-5	12	29	1	-6	1	-12
Cc1cccc(C)c1N1C(=O)CC(N2CCSCC2)C1=O (stereo unspecified)	-0.1	-14	-2	-1	-16	-6	-6	-24	-14	16
COc1cc(/C=N/N=C2/C(=O)Nc3ccccc32)cc(OC)c1O	-0.7	-2	67*	-1	-14	-16	-10	9	-8	14

Other entries follow.
SMILES	CAL PDZ FP-1	PfHsp90 yeast 2	NSD2 HMT inh	CAL PDZ FP-2	SR-BI HDL uptake	MITF TRPM1 HTS	dFosB activator	Rtt109 HAT inh	PvdQ inh	SR-BI uptake up
CC1(C)C(=O)Nc2ccccc2N1C(=O)Cn1ncc(Cl)c(Cl)c1=O	-2.0	-4	1	-4	/	0	-8	-2	-11	/
COc1ccc(OC)c(NC(=O)CCC(=O)Oc2ccc(C)cc2)c1	-1.2	-14	-2	-1	-2	/	-4	6	-15	2
COc1cccc(/C=C/C(=O)OCC(=O)c2ccc(C)c(C)c2)c1OC	-1.5	-8	-4	/	24	14	-7	-6	12	-24
OCCSc1nc2ccccc2n1CCOc1ccccc1	-1.3	-1	0	5	-11	17	-2	0	5	11
Cc1cccc(N/C=C/C(=O)c2ccc(Cl)cc2)c1	-0.1	14	-3	1	11	72	-6	-13	-10	-11
Cc1cccc(C)c1NC(=O)CSc1nnc(CCCCCNC(=O)OC(C)(C)C)o1	0.1	/	-3	/	7	-7	-6	8	0	-7
Cc1ccc(-c2cnn(-c3cccc([N+](=O)[O-])c3)c2N)cc1	-0.4	19	2	1	33	64	-1	-4	-3	-33
Cc1c(O)ccc2c(CN(C)Cc3ccccc3)cc(=O)oc12	-2.7	22	6	-1	/	1	-15	-158	-4	/
CCOc1cc(/C=N\NC(=O)Cn2nnc3ccccc32)ccc1O	-3.0	17	/	-1	1	-8	2	0	-3	-1
CSCCC(NS(=O)(=O)c1ccc(F)cc1)C(=O)NCc1ccc(S(N)(=O)=O)cc1 (stereo unspecified)	-0.3	7	/	-4	-3	4	6	18	-2	3
O=C(OCCN=C1NS(=O)(=O)c2ccccc21)C1CC(=O)N(c2ccc(Cl)cc2)C1 (stereo unspecified)	0.2	10	-4	-2	-10	10	-2	1	4	10
COCCn1c(SCC(=O)NCC2CCCO2)nc2c(c1=O)SCC2 (stereo unspecified)	-2.3	5	-1	-6	-34	5	-8	-36	-10	34
Cc1nnc2ccc(N3CCN(c4ccccn4)CC3)nn12	-0.9	6	/	/	-10	/	-4	-11	-9	11
Cc1ccc(CNC(=O)C2(S(=O)(=O)c3ccccc3)CC=CC2)cc1	-0.2	-28	/	-3	3	74	0	1	-4	-3
COc1ccc2nc(NC(=O)CCN3C(=S)NC(C)(C)CC3C)sc2c1 (stereo unspecified)	0.7	/	-2	-3	9	0	0	-1	1	-9
CCOc1ccc2nc3c(cc2c1)CN(CCOC)C(=NC)S3	-0.9	9	-7	-1	15	25	-7	8	-10	-15
Nc1nonc1-n1nnc(C(=O)N/N=C/c2ccoc2)c1CSc1ccc(Cl)cc1	-3.0	-7	-5	-2	-5	-7	-2	7	-8	5
CC(C)C(=O)NC(c1ccc(Cl)cc1Cl)c1ccc2cccnc2c1O (stereo unspecified)	-3.6	113*	0	4	21	-27	-63	-2	-18	-21
CC1(O)c2ccccc2C(=O)N1CCc1ccccc1F (stereo unspecified)	0.6	11	25	-3	-2	33	-6	-4	-2	2
Cc1ccc(N=Cc2sc(O)c3ccccc23)cc1	-1.6	/	-4	1	18	/	-2	0	-6	-18
CCCCc1ccc(NC(=O)N[C@@H](CC(C)C)C(=O)O)cc1	-0.1	6	-1	5	-10	4	0	-12	-3	10

In another format: results already given.
CAL PDZ FP-1	PfHsp90 yeast 2	NSD2 HMT inh	CAL PDZ FP-2	SR-BI HDL uptake	MITF TRPM1 HTS	dFosB activator	Rtt109 HAT inh	PvdQ inh	SR-BI uptake up	Compound
-3.6	113*	0	4	21	-27	-63	-2	-18	-21	CC(C)C(=O)NC(c1ccc(Cl)cc1Cl)c1ccc2cccnc2c1O (stereo unspecified)
0.6	11	25	-3	-2	33	-6	-4	-2	2	CC1(O)c2ccccc2C(=O)N1CCc1ccccc1F (stereo unspecified)

In the list so far, nine contain a halogen:
SMILES	CAL PDZ FP-1	PfHsp90 yeast 2	NSD2 HMT inh	CAL PDZ FP-2	SR-BI HDL uptake	MITF TRPM1 HTS	dFosB activator	Rtt109 HAT inh	PvdQ inh	SR-BI uptake up
O=C(COC(=O)c1cncc(Br)c1)NC1CCCC1	-2.8	/	-1	-2	10	-4	-1	5	-10	-10
O=C(Nc1nccs1)c1ccc([N+](=O)[O-])cc1Cl	0.2	-12	27	-1	-10	/	3	8	8	10
CC1(C)C(=O)Nc2ccccc2N1C(=O)Cn1ncc(Cl)c(Cl)c1=O	-2.0	-4	1	-4	/	0	-8	-2	-11	/
Cc1cccc(N/C=C/C(=O)c2ccc(Cl)cc2)c1	-0.1	14	-3	1	11	72	-6	-13	-10	-11
CSCCC(NS(=O)(=O)c1ccc(F)cc1)C(=O)NCc1ccc(S(N)(=O)=O)cc1 (stereo unspecified)	-0.3	7	/	-4	-3	4	6	18	-2	3
O=C(OCCN=C1NS(=O)(=O)c2ccccc21)C1CC(=O)N(c2ccc(Cl)cc2)C1 (stereo unspecified)	0.2	10	-4	-2	-10	10	-2	1	4	10
Nc1nonc1-n1nnc(C(=O)N/N=C/c2ccoc2)c1CSc1ccc(Cl)cc1	-3.0	-7	-5	-2	-5	-7	-2	7	-8	5
CC(C)C(=O)NC(c1ccc(Cl)cc1Cl)c1ccc2cccnc2c1O (stereo unspecified)	-3.6	113*	0	4	21	-27	-63	-2	-18	-21
CC1(O)c2ccccc2C(=O)N1CCc1ccccc1F (stereo unspecified)	0.6	11	25	-3	-2	33	-6	-4	-2	2

Screening results as filed in PubChem BioAssay.
